Compound activity from PubChem BioAssay.
Furin inhibitor = inhibitors of human furin | hit rate 0.061% among 220,000 | AID 463115 | P09958 | inhibition, % at 30 µM | purified furin, fluorogenic substrate cleavage; in the data active = inhibition above about 25%; note: inactives centre near -15
Thrombin inh = blocks human thrombin protease activity; P00734; alpha-thrombin, Boc-VPR-AMC fluorogenic substrate cleavage; inhibition, % at 5 µM; hit rate 0.26% among 220,000;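 active = inhibition at or above 40%; inactive = inhibition below 40%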;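 note: 0% = enzyme with no compound and 100% = wells without enzyme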
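System: human alpha-thrombin protein; Compound dosing: one concentration per compound, 5 µM, with 0.2% DMSO; Timing: reaction at room temperature; Technique: AMC fluorescence, 355/460 nm; Controls: enzyme without compound as high, wells lacking enzyme as low.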
FXIa inh 1536 = inhibitors of human coagulation factor XIa. purified FXIa, Boc-Glu-Ala-Arg-AMC fluorogenic substrate. inhibition, % at 5 µM. hit rate 0.14% among 220,000;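 active = inhibition of at least 40%; inactive = inhibition below 40%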;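 note: fluorescence of freed AMC excited at 355 nm; 0% = enzyme without compound and 100% = no enzyme blank; many of its hits are not listed in these tables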
Target sequence (P03951 19-387 limits assumed): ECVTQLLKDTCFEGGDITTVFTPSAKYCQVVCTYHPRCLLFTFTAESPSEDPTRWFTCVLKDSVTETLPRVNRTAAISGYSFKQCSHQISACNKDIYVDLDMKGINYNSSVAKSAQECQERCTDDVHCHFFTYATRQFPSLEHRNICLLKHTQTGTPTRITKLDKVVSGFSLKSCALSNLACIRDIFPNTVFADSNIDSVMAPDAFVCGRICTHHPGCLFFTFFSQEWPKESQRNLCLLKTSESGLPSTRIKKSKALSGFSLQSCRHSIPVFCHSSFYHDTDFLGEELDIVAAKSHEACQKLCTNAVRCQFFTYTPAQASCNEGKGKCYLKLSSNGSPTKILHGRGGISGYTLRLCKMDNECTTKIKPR
Target sequence (P03951 388-625 limits assumed): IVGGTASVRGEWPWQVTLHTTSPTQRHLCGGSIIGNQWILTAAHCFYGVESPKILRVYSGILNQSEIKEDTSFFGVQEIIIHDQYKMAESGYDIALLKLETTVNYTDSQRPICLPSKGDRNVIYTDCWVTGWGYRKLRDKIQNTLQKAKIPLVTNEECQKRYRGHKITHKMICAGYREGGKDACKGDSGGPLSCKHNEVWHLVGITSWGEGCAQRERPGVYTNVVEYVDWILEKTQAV
FXIIa inh 1536 = inhibitors of human coagulation factor XIIa; P00748; purified FXIIa, Boc-QGR-AMC fluorogenic substrate, 2 h; inhibition, % at 5 µM; hit rate 0.3% among 220,000; AID 800; in the data active = inhibition above about 40%;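 note: 0% = enzyme with no compound and 100% = blank without enzyme; many of its hits are not listed in these tables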
Calpain2 inh = blocks pig calpain II enzyme activity | purified calpain II, fluorogenic peptide substrate, 30 min | inhibition, % at 16 µM | hit rate 0.37% among 220,000;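 active = inhibition above about 50%, limit read from the data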
KCC2 mod = modulators of human KCC2 chloride dependent transport | Q9H2X9 | KCC2 cells, thallium flux FluoZin-2 fluorescence | B-score of Tl+ flux slope (higher = more flux/activation; lower = inhibition) at 10 µM | hit rate 2.2% among 190,000 | AID 1456;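 active = thallium flux slope and its plate-corrected score both differing from the plate sample mean at a set confidence after two filtering rounds, in either direction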;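 note: slope of fluorescence scaled to starting intensity during 10 to 20 s after thallium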
PERK inhibitor = inhibitors of human PERK kinase | CHO PERK-DD fusion, SEAP luminescence translation reporter | inhibition, % at 5.6 µM | hit rate 0.17% among 220,000;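 active = inhibition above the mean inhibition of all tested compounds plus 3 SD, set separately per screening campaign, cut at about 2.9% in these data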;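 note: PERK kinase domain activated by AP20187 dimerizer at 100 nM; 0% = DMSO with dimerizer and 100% = rapamycin at 8.4 µM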
hK5 inh = blocks human kallikrein 5 protease activity | inhibition, % at 5 µM | hit rate 0.59% among 210,000 | Q9Y337 | recombinant hK5, fluorogenic AMC substrate cleavage;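 active = inhibition of 40% or more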;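 note: 0% = enzyme controls without compound and 100% = no-enzyme blanks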
Target sequence (Q9Y337 67-293 limits assumed): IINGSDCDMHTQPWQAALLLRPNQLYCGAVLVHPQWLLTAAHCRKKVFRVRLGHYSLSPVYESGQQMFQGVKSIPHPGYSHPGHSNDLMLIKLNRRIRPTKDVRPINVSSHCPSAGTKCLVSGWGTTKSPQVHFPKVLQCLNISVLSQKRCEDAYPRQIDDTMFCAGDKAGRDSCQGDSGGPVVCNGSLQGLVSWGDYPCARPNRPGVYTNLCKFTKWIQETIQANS
Rad51 HR inh = blocks human Rad51 in homologous recombination; Q06609; hRad51 DNA strand exchange, fluorescence dequenching; inhibition, % at 10 µM; hit rate 0.085% among 200,000;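 active = inhibition above 40% at the single screening dose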;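 note: 0% = DMSO control wells and 100% = blanks with heterologous ssDNA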
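Test system: preformed human Rad51 ssDNA filaments; also added: Donor/quencher-labelled 47-bp dsDNA substrate; doses: 10 µM final, single point; times: 37 °C 15-min filament assembly, 30-min compound preincubation, 15-min exchange; detection: FRET fluorescence dequenching, excitation 485 nm, emission 520 nm; read-out basis: Fluorescence-based percent inhibition, control- and blank-normalised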
The depositor's hits bear a star; i = inactive; x = no result given; & = joins results of further samples; [ ] = remark or other dose.

Values run as follows: Furin inhibitor, Thrombin inh, FXIa inh 1536, FXIIa inh 1536, Calpain2 inh, KCC2 mod, PERK inhibitor, hK5 inh, Rad51 HR inh
> Cc1ccc(Nc2nc(Cl)c(C=O)s2)cc1
  -13, -6, -1, 3, -15, -0.069, 0.7, 1, x
> CN(C)c1nc(N)nc(/C(C#N)=C/C2CC3C=CC2C3)n1 (centres undefined)
  -17, -4, -6, 9, -23, x, 1.0, 0, -10
> O=C(COC(=O)c1cc(S(=O)(=O)N2CCCCC2)ccc1N1CCOCC1)NC1CCCCC1
  -8, -1, 6, 13, 25, 0.17, -0.9, -11, 0
> Cc1ccccc1OCCOCCN1CCCCCC1
  -19, -5, -7, -4, -7, 0.58, 1.4, -12, -8
> Cc1ccc(N=c2ssnc2Cl)cc1
  -33[20 µM], -3, -6, 3, 33, 0.71, 0.6, -6, -2
> O=C(NC1CCCCC1)C(c1ccc(O)cc1)N(CC1CCCO1)C(=O)C1COc2ccccc2O1 (centres undefined)
  -10[20 µM], 1, 1, 11, -54, -1.1, -0.9, -11, 5
> CN(CC(=O)N1CC=C(c2ccccc2)CC1)S(=O)(=O)c1ccc2c(c1)c(=O)n(C)c(=O)n2C
  -21, 7, 3, 12, -20, -3.9*, 0.5, -10, x
> O=C1CCCC2=C1C(c1cccs1)Nc1ccccc1N2 (centres undefined)
  -3, -2, 4, 10, 1, -0.09, 0.5, -1, x
> CN1c2ccccc2C(C)(C)C12CC(CCl)=NO2 (centres undefined)
  -7[20 µM], 12, 4, 11, 6, 0.049, -0.2, 8, 0
> COC(=O)c1cnc2ccccc2n1
  -20[20 µM], 1, 5, 11, 23, 0.1, 1.1, 0, 7
> O=C(Nc1nnc(-c2ccc(F)cc2)s1)C1CCN(S(=O)(=O)c2ccc(Cl)cc2)CC1
  -12, -13, 3, 11, 16, 0.057, 0.8, -7, 3
> O=C(O)c1ccc(-n2nnnc2SCc2ccccc2F)cc1
  -19, 4, 2, 10, 14, x, 0.6, 0, -4
> CC(C)=NNc1nc2c(c(=O)n(C)c(=O)n2C)n1CCc1ccccc1
  -4, 12, 9, 22, -45, -0.46, 0.4, x, x
> CCOC(=O)N1CCN(CC(O)COc2cc(C)ccc2C(C)C)CC1 (centres undefined)
  -17, -4, 7, 8, -11, -0.49, -0.6, -13, x
> O=C(Nc1cccc(Oc2ccc3c(c2)C(=O)NC3=O)c1)c1ccco1
  -18[20 µM], -4, -2, 13, 31, -0.025, -0.2, 4, -5
> Cc1cc(C)c2cc(CN(CCO)Cc3nnnn3Cc3ccccc3)c(=O)[nH]c2c1
  -19, -7, 4, 4, 7, 0.19, -0.1, -3, -6
> CCOC(=O)c1ccc(N=Cc2nc3ccccc3n2C)cc1
  -14, 0, -2, 3, 19, 0.88, 0.1, 3, -4
> NC(=O)CC(NC(=O)c1ccc(Br)cc1)c1ccc(NCCc2ccc(F)cc2)c([N+](=O)[O-])c1 (centres undefined)
  -32, -4, 1, 11, 13, -3.3, x, 0, -2
> CNC(=O)Nc1cccc(NC(=O)NC)n1
  -16, -4, -7, -5, 16, 0.87, 1.4, -5, x
> O=C(COC(=O)c1ccc2[nH]c3c(c2c1)CCCC3)Nc1ccccc1Cl
  -15, -4, 1, 4, -43, -0.35, 1.2, 0, x

Full records as entered above. Order of screens: Furin inhibitor | Thrombin inh | FXIa inh 1536 | FXIIa inh 1536 | Calpain2 inh | KCC2 mod | PERK inhibitor | hK5 inh | Rad51 HR inh
Listed for `O=C1CCCC2=C1C(c1cccs1)Nc1ccccc1N2` (centres undefined) → -3 | -2 | 4 | 10 | 1 | -0.09 | 0.5 | -1 | x
Listed for `Cc1cc(C)c2cc(CN(CCO)Cc3nnnn3Cc3ccccc3)c(=O)[nH]c2c1` → -19 | -7 | 4 | 4 | 7 | 0.19 | -0.1 | -3 | -6
Listed for `CC(C)=NNc1nc2c(c(=O)n(C)c(=O)n2C)n1CCc1ccccc1` → -4 | 12 | 9 | 22 | -45 | -0.46 | 0.4 | x | x
Listed for `O=C(COC(=O)c1cc(S(=O)(=O)N2CCCCC2)ccc1N1CCOCC1)NC1CCCCC1` → -8 | -1 | 6 | 13 | 25 | 0.17 | -0.9 | -11 | 0
Listed for `O=C(COC(=O)c1ccc2[nH]c3c(c2c1)CCCC3)Nc1ccccc1Cl` → -15 | -4 | 1 | 4 | -43 | -0.35 | 1.2 | 0 | x

Following part
Values run as follows: Furin inhibitor, Thrombin inh, FXIa inh 1536, FXIIa inh 1536, Calpain2 inh, KCC2 mod, PERK inhibitor, hK5 inh, Rad51 HR inh
> CCNC(=O)CSc1nnc(C2CC2)n1-c1ccccc1
  -16[20 µM], 2, 4, 9, -2, 0.6, 1.1, -13, -3
> Cc1ccc(NC(=S)N2CCC(O)CC2)c(C)c1
  -11, -6, 21, 8, 4, 0.2, 2.3, -3, 3
> COc1cc(Cc2cnc(N)nc2N)cc(OC)c1OC
  -20&-15, -1&-3, 20&-4, 17&3, 1&16, -0.53&-0.4, 0.5&0.5, -1&-13, -7&-10
> O=C(Nc1ccc(Br)cc1Cl)N1CCOCC1
  -24, -6, -4, 3, 17, 0.36, 1.6, -2, 9
> CC(C)CC(=O)Nc1cccc(NC(=O)c2ccccc2Cl)c1
  -7, -11, 8, 11, 16, -0.22, 0.1, -17, 10
> S=C(NCc1ccco1)Nc1cccc(Cl)c1Cl
  -32, 1, 4, 12, -14, 1.1, 1.8, 6, x
> CCOC(=O)Cn1c(=O)oc2cc(S(=O)(=O)Nc3cc(Cl)ccc3OC)ccc21
  -34, -4, 3, 12, 4, x, 0.0, -5, -5
> O=C(COC(=O)c1ccc(S(=O)(=O)NCc2ccco2)cc1)NCCC1=CCCCC1
  -26, -3, 1, 1, -106, 1, 0.0, -23, 3
> CCOC(=O)c1c(C(C#N)C#N)cc(C)nc1C
  12, -6, 1, 14, -22, x, 2.1, -11, 2
> Cc1ccc(C)n1-c1ccc(C(=O)N2CCC(C(N)=O)CC2)cc1
  -9, -3, -1, 7, 12, -0.21, 0.9, 5, -6
> O=C(N/N=C/c1ccc([N+](=O)[O-])cc1)c1cc(C2CC2)nc2ccccc12
  2, -2, 0, 10, 19, 0.23, -1.7, 2, -3
> COC(=O)c1ccc(CSc2nnc(NC(=O)C3CCCO3)s2)cc1 (centres undefined)
  -15[20 µM], 0, -2, 13, -37, -0.54, -0.3, 16, -2
> COc1cccc(N2CCN(Cc3ccsc3)CC2)c1
  -14[20 µM], 0, 0, 10, 12, 0.41, -0.7, -17, x
> Cc1nc(N2CCCCC2)c2ccsc2n1
  -15[20 µM], -16, -1, -8, -12, -1.1, 0.6, 4, 1
> Cc1cc(N2CCCC2)c(F)cc1/C=C\[N+](=O)[O-]
  -18, 1, -4, -3, 10, -1.4, 0.7, -18, -251
> CCOc1ccc(OCc2ccc(C(=O)O)o2)cc1
  -27, 0, 16, 27, -7, x, 1.8, -7, 5
> Cc1cc(C(=O)N2CCN(Cc3ccccc3)CC2)on1
  -8, -2, 4, 14, -44, 0.029, 1.2, -15, 6
> COC(=O)C1=C(C)N(C)C(C)=C(C(=O)OC)C1c1cccc(Br)c1
  2, -1, -8, 12, -26, -1.1, -1.0, -9, 9
> Cc1cc(Sc2nc(N)ncc2[N+](=O)[O-])ncn1
  -15, 2, 0, 13, -11, 0.1, 0.1, 1, 2
> CCN1CCN(CCOc2ccc(Cl)cc2)CC1
  -10, -2, -3, 12, 24, 0.19, -0.3, 15, 1

Other structures follow:
SMILES,Furin inhibitor,Thrombin inh,FXIa inh 1536,FXIIa inh 1536,Calpain2 inh,KCC2 mod,PERK inhibitor,hK5 inh,Rad51 HR inh
C[C@]12CC[C@@H]3c4ccc(O)cc4CC[C@H]3[C@@H]1C[C@@H](O)[C@@H]2O,-16,1,7,8,-10,0,1.2,-9,1
CCn1cc(Br)c(C(=O)Nc2ccc(C(=O)OC(C)C)cc2)n1,-23[20 µM],-8,-4,6,10,x,-1.2,5,5
CC(C)c1ccc(NC(=O)c2n[nH]c(=O)c3ccccc23)cc1,-29,3,0,12,-21,0.49,0.7,2,8
COc1ccc(Nc2nc(NC(C)(C)C)nc(N3CCOCC3)n2)c(OC)c1,-11,2,-2,2,-1,-0.62,-1.0,-6,32
Nc1nc2ccccc2n1/N=C/c1ccc2c(c1)OCO2,-12,-6,4,9,-12,-0.58,-0.2,3,x
O/N=C/c1ccc2cccc(O)c2n1,-14,-2,1,9,-17,0.86,3.7*,-11,7
CCOc1ccc(CN(C)CC(=O)Nc2ccc([N+](=O)[O-])cc2Cl)cc1,-15,0,2,4,17,-0.065,0.7,-4,-2
Cc1noc(C)c1COc1cccc(C(=O)Oc2ccc3c(c2)OCO3)c1,9[20 µM],-4,6,13,-9,0.02,1.6,2,-4
NC(=O)NC(c1ccc(Cl)cc1)c1ccccc1Cl (centres undefined),-21,0,2,9,-17,-0.44,0.0,0,0
CCCOc1cc(C)c(S(=O)(=O)NCCOC)cc1C,-18[20 µM],2,-6,12,32,0.64,0.8,-12,3
CN(CCC#N)C(=O)COC(=O)/C=C/c1ccc2c(c1)OCO2,-23,1,-1,5,-192,0.79,0.6,0,30
O=c1c2cccc(Cl)c2nc2n1Cc1ccccc1-2,-9,-16,-3,4,-23,-0.27,-1.0,-3,x
O=C(NC1CCCCCCC1)c1ccco1,-15[20 µM],1,3,12,17,x,0.8,-3,0
O=C(CSc1nc(-c2ccccc2)nc2c1CCCC2)N1CCOCC1,-25[20 µM],5,-6,7,10,-1.5,-0.5,-7,5
CCOC(=O)/C=C/C(=O)NNC(=O)c1ccccc1Cl,-26,1,-1,5,-17,0.056,1.0,-4,33

Molecules shown so far that have a COOH group:
SMILES,Furin inhibitor,Thrombin inh,FXIa inh 1536,FXIIa inh 1536,Calpain2 inh,KCC2 mod,PERK inhibitor,hK5 inh,Rad51 HR inh
O=C(O)c1ccc(-n2nnnc2SCc2ccccc2F)cc1,-19,4,2,10,14,x,0.6,0,-4
CCOc1ccc(OCc2ccc(C(=O)O)o2)cc1,-27,0,16,27,-7,x,1.8,-7,5

The results go on:
SMILES,Furin inhibitor,Thrombin inh,FXIa inh 1536,FXIIa inh 1536,Calpain2 inh,KCC2 mod,PERK inhibitor,hK5 inh,Rad51 HR inh
CCC(c1nnc(SCC(=O)N2CCOCC2)n1C1CCCCC1)N(C)C (centres undefined),-27,0,13,4,3,0.065,1.6,1,1
N#C/C(=C\c1ccc(Sc2nc3ccccc3[nH]2)o1)c1ccccc1,-8[20 µM],3,2,12,-82,0.35,-1.3,1,0
O=C(Nc1ccccc1O)c1nc(Cl)ccc1Cl,-28,-7,-2,7,-17,0.2,0.1,-3,26
Cc1cc(=O)oc2cc(NC(=O)C3COc4ccccc4O3)ccc12 (centres undefined),-19,12,12,11,-19,x,-0.3,17,2
CCC(C)n1c(-c2cccs2)nc2nc3ccccc3nc21 (centres undefined),-113,2,-11,-67,i,x,0.0,-183,-15
CN(CC(=O)Nc1ccccc1Br)Cc1nc2ccccc2c(=O)[nH]1,-13[20 µM],-7,-7,0,4,-0.03,-2.1,-16,4
CC(=O)Nc1c(C(=O)O)oc2ccccc12,-32,-10,-4,12,-29,1.5,0.8,-3,-6
CC1=C(C(=O)OC(C)C)C(c2ccsc2)NC(=O)N1C (centres undefined),-26[20 µM],-2,7,16,-21,0.011,0.8,-5,6

An excerpt. The share of hits here may be higher or lower than overall.
